Screening results from PubChem BioAssay.
HT1080NT lethal: qHTS for induction of synthetic lethality in tumor cells producing 2HG: qHTS for the HT-1080-NT fibrosarcoma cell line | 360,000 tested, 1.6% active | HT-1080-NT fibrosarcoma viability, CellTiter-Glo ATP luminescence, 48 h | Potency, µM (highest dose often 46.1 µM), without a hit: at the highest dose activity, negative = less viability, most hits filed as cytotoxic;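 further: NT is the 2HG producing partner of a matched IDH1 knockdown line; potency means the concentration at half of the fitted maximal effect; 0% = DMSO-treated cells and -100% = media-only wells without cells; nearly all actives have a fitted effect of over 55% in size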
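Viability of the 2HG-overproducing fibrosarcoma line after 48 hours of compound exposure at 37 degrees C was determined by luminescence with CellTiter-Glo, and concentration-effect curves were then fitted and categorized.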
HT1080 IDH1KD tx: qHTS for induction of synthetic lethality in tumor cells producing 2HG: qHTS for the HT-1080-IDH1KD cell line; HT-1080 IDH1 knockdown viability, ATP luminescence, 48 h; Potency, µM (highest dose often 46.1 µM), for the others: at the top dose activity, negative = toxicity, most hits filed as cytotoxic; 360,000 tested, 2% active;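 further: potency means the concentration at half of the fitted maximal effect; 0% = DMSO wells and -100% = cell-free medium wells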
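Knockdown cells (IDH1KD HT-1080) received compounds 2 h after plating at 750 cells/well and were kept 48 h at 37 °C in 5% FBS RPMI. A CellTiter-Glo luminescence read gave % activity for curve fitting.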
IL-1B inflam inh: qHTS for Inhibitors of Inflammasome Signaling: IL-1-beta AlphaLISA Primary Screen | THP-1 LPS/ATP IL-1B secretion, AlphaLISA, 16 h; stronger effect = lower value | activity change, % at 57.5 µM | 360,000 tested, 4.7% active | AID 743279, 2014; in the data active means activity change below about -50%; inconclusive means mostly about -30% to -49%; further: on the % scale 0 is the no-effect control and ±100 the full control effect
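THP-1 cells pretreated 1 hr with compounds (up to 57.5 uM final), then stimulated with LPS (250 ng/mL final) plus ATP (1.25 mM final); secreted IL-1B measured by AlphaLISA after 16 hr, decreased signal indicating inhibition.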
MCF10A rerep: A quantitative high throughput screen for small molecules that induce DNA re-replication in MCF 10a normal breast cells | Potency, µM (highest dose often 46.1 µM), for the others: top-dose activity, positive = re-replication, hits mostly activators | AID 624296, 2012 | 350,000 tested, 2.9% active | MCF 10A DNA re-replication, Hoechst nuclear intensity, 48 h; further: potency means the concentration at half of the fitted maximal effect; % of control where 0% means no effect; nearly all actives have a fitted effect of over 50% in size
HepG2 viability: qHTS for Inhibitors of TGF-b: Cytotox Counterscreen | HepG2 CAGA-GFP viability, ATP luminescence, 18 h | Potency, µM (series often up to 46.1 µM), without a hit: at the top dose activity change, negative = cytotoxicity, hits mostly cytotoxic | 410,000 tested, 0.76% active | AID 588856, 2011; further: potency means the concentration at half of the fitted maximal effect; some results filed as inactive show a strong effect at the top dose
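CellTiter-Glo luminescence gave cytotoxicity after 18 hours at 37 degrees C. The cells were HepG2 CAGA-GFP in 1% FBS DMEM, stimulated with 500 pg/mL TGF-beta after compound addition. %Activity was normalised to no-cell wells (complete cell-killing) and DMSO (no toxicity), and curves were fitted and classified.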
SW480 rerep: A quantitative high throughput screen for small molecules that induce DNA re-replication in SW480 colon adenocarcinoma cells; SW480 DNA re-replication, Hoechst DNA content imaging, 48 h; Potency, µM (doses to about 46.1 µM), inactives show top-dose re-replication activation, usual class: activators; 340,000 tested, 1.8% active; AID 624297, 2012; further: potency means the concentration at half of the fitted maximal effect; % of control where 0% means no effect; nearly all actives have a fitted effect of over 55% in size
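Hoechst fluorescence of nuclei (405 nm excitation, 500-530 nm emission) measured by plate-scanning imager after 48 hr compound exposure at 37 C; re-replication scored as increased number of nuclei with elevated intensity.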
S2 tox: Viability Counterscreen for Primary qHTS for Inhibitors of ATXN expression | S2 cells (HEK-293 line with an ATXN2-luciferase reporter) viability, CellTiter-Fluor protease fluorescence, 24 h | Potency, µM (titrated, usually from 56.7 µM), hits mostly cytotoxic | 400,000 tested, 0.49% active; further: potency means the concentration at half of the fitted maximal effect; nearly all actives have a fitted effect of over 40% in size
KB-3-1 tox: qHTS assay for MDR1-selective chemotherapeutics: Primary screen using the parental adenocarcinoma cell KB-3-1; KB-3-1 viability, CellTiter-Glo ATP luminescence, 72 h; Potency, µM (series often up to 46.1 µM), without a hit: at the top dose activity change, negative = cytotoxic, most hits filed as cytotoxic; 400,000 tested, 1.4% active; further: potency means the concentration at half of the fitted maximal effect; on the % scale 0 is the no-effect control and ±100 the full control effect; nearly all actives have a fitted effect of over 60% in size
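Parental KB-3-1 viability, qHTS format: 72 h compound exposure, 37 °C; CellTiter-Glo; media-only wells and DMSO plates as controls; concentration-effect fits on corrected data.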
ATXN2 expr inh: Primary qHTS for Inhibitors of ATXN expression | Potency, µM (doses to about 57 µM), for inactives: top-dose activity change, negative = inhibition, most hits filed as inhibitors | 360,000 tested, 0.72% active | HEK-293 ATXN2-luciferase reporter, luminescence, 24 h; further: potency means the concentration at half of the fitted maximal effect; on the % scale 0 is the no-effect control and ±100 the full control effect; nearly all actives have a fitted effect of over 55% in size
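ATXN2-luciferase reporter cells (luciferase flanked by upstream and downstream ATXN2 gene portions) were treated 24 h at 37 °C with compounds at up to 57 uM. SteadyGlo luminescence gave expression; GF-AFC fluorescence gave viability.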
Numbers without * were called inactive; i = inactive; ? = inconclusive; / = not tested or not shown; & = joins results of further samples; ! = not confirmed by another sample; [ ] = another dose, or the depositor's remark. Unless noted, the call rests on the fitted dose curve; in most records, active means well fitted curve in the direction sought with a large enough effect; inconclusive means small, poorly fitted or top-dose-only effect, or another doubt; inactive means no such curve, though single readings can be large; an effect the other way counts as inactive or inconclusive.

1. CC(NC(=O)c1cccnc1)C(=O)O (stereo unspecified)
2. CCCn1c(=O)c(C(=O)Nc2ncccc2O)c(O)c2ccccc21
3. COc1ccccc1NC(=O)C1CCCN(S(=O)(=O)c2cnc[nH]2)C1 (stereo unspecified)
4. Cc1ccc(NC(=O)CNCc2ccccc2Cl)cc1S(=O)(=O)N(C)C
5. CCC(C)Sc1cccc(-c2nc3ccc(C)cn3c2NC2CCCCC2)c1 (stereo unspecified)
6. Cc1ccc(C(=O)COC(=O)CCc2nc3ccccc3[nH]c2=O)cc1C
7. O=C(CCC(=O)N1CCCCC1)Nc1ccc(Cl)c(Cl)c1
8. CCSc1nnc(NC(=O)C2Cc3ccccc3CN2S(=O)(=O)CC)s1 (stereo unspecified)
9. CC(C)c1ccc(N2C=Nc3ccc(C(C)C)cc3C2)cc1
10. CNC(=O)NC(=O)COc1c(F)c(F)cc(F)c1F
screen / no.,1,2,3,4,5,6,7,8,9,10
HT1080NT lethal,-3%,6%,1%,-9%,-16%&-8%,-1%,-10%,-8%,?,21%
HT1080 IDH1KD tx,-2%,12%,4%,-7%,-13%&3%,0%,-15%,-17%,23µM*,2%
IL-1B inflam inh,-6,5,19,24,-77*!,-6,i,-6,-97*,-3
MCF10A rerep,-9%,7%,?,5%,?,-179%[0.0737 µM],3%,-2%,?,-4%
HepG2 viability,1%,-27%,-13%,-19%,-41%,0%,-35%,-38%,-62%,-1%
SW480 rerep,1µM*,-2%,-1%,0%,-28%[9.22 µM],-15%,-10%,12%,7%,-14%
S2 tox,i,/,i,i,i,i,i,i,?,i
KB-3-1 tox,1%,4%,-8%,-12%,-7%&-23%,12%,0%,0%,?,-5%
ATXN2 expr inh,/,?,-9%,7%,-16%&-11%,-6%,0%,1%,-21%,-2%

11. COCCNC(=O)C(c1ccc(OC)cc1)N(Cc1ccco1)C(=O)CCC(=O)Nc1ccccn1 (stereo unspecified)
12. Cc1noc(C)c1CSCC(=O)Nc1ccc(OC(F)F)c(Cl)c1
13. COc1ccccc1CC(=O)Nc1sc2c(c1C(N)=O)CCCC2
14. CN(CC(=O)Nc1ccccc1Cl)C(=O)c1ccc(N2CCCCCC2)c([N+](=O)[O-])c1
15. CC(C)(C)C(=O)NC(=S)Nc1ccccc1C(=O)NC1CCCCC1
16. COC(=O)c1cn(CCOc2ccccc2OC)c2ccccc12
17. COc1ccc(/C=C/C(=O)Nc2ccc(-n3nncc3-c3ccccc3)cc2)cc1OC
18. COc1ccc(C(=O)C(C)OC(=O)c2sc(C)nc2C)cc1 (stereo unspecified)
19. Cc1ccc(NC(=O)CSc2nc3ccc(Nc4nc(N5CCOCC5)nc(N5CCOCC5)n4)cc3s2)cc1
20. O=C(Nc1nnc(CCc2ccccc2)s1)C1CCCO1 (stereo unspecified)
screen / no.,11,12,13,14,15,16,17,18,19,20
HT1080NT lethal,12%,3%,?,-5%[9.24 µM],0%,-16%,-1%,10%,0%,0%
HT1080 IDH1KD tx,14%,3%,?,0%,0%,-27%,-9%,1%,2%,10%
IL-1B inflam inh,-6,-2,10,?,-18,-4,4,-11,21,3
MCF10A rerep,-7%,6%,11%,-8%,-1%,?,5%,11%,5.8µM*,-7%
HepG2 viability,-5%,-2%,-38%,-19%,-2%,-7%,5%,-1%,7%,9%
SW480 rerep,-16%,1%,-9%,-46%[inhibitor],-20%,-6%,-3%,-10%,?,3%
S2 tox,i,?,i,i,i,i,i,i,i,i
KB-3-1 tox,11%,-2%,1%,?,3%,?,13%,5%,?,1%
ATXN2 expr inh,1%,-9%,2%,-5%,/,-4%,4%,-3%,-2%,-14%

21. Cc1ccc(S(=O)(=O)CC(=O)c2cc(C)c(O)c(C)c2)cc1
22. O=C(Cc1ccc2ccccc2c1)NC(Cc1ccccc1)C(=O)O (stereo unspecified)
23. N#CC1(c2ccccc2)CCCN1C(=O)c1ccc(Br)o1 (stereo unspecified)
24. CCCC(=O)Nc1c(-c2ccccc2)[nH][nH]c1=O
25. O=C(Nc1nc2ccccc2[nH]1)C1CC1
26. COc1ccc(C(=O)COC(=O)CCCC(=O)Nc2cc(C(F)(F)F)ccc2Cl)cc1
27. Oc1ccc(-n2nnnc2SCc2c(F)cccc2Cl)cc1
28. CCn1c2ccccc2c2cc(NC(=O)CSc3nnc(C4CC4)n3Cc3ccco3)ccc21
29. N#CCCn1cc(/C=N/O)c(-c2cccc([N+](=O)[O-])c2)n1
30. COC(=O)[C@H](Cc1ccccc1)NC(=O)/C=C/[C@H]1O[C@@H](n2ccc(=O)[nH]c2=O)[C@H](O)[C@@H]1O
screen / no.,21,22,23,24,25,26,27,28,29,30
HT1080NT lethal,4%,1%,2%,23%,?,/,?,-11%,9%,27%
HT1080 IDH1KD tx,9%,-1%,-19%,14%,?,/,?,-20%,1%,24%
IL-1B inflam inh,48,19,-14,13,5,/,-11,21,29,27
MCF10A rerep,-4%,?,1%,/,18µM*,/,?,?,10%,/
HepG2 viability,-6%,-27%,-2%,-34%,-26%,-44%,-28%,-34%,-3%,2%
SW480 rerep,-1%,-113%[inhibitor],-1%,/,21µM*,/,16%,-2%,28%,/
S2 tox,i,i,i,i,?,i,i,i,i,i
KB-3-1 tox,10%,0%,7%,0%,?,0%,-12%,-2%,0%,0%
ATXN2 expr inh,0%,6%,-12%,13%,-2%,12%,-2%,-12%,-24%,0%

31. CCN1CCN(CC(=O)Nc2ccc(C)cc2C)C(=O)C1=O
32. COc1ccccc1NS(=O)(=O)c1cc2c3c(c1)CCN3C(=O)CC2
33. O=C(COC(=O)c1ccccc1NC(=O)c1ccco1)Nc1ccc2c(c1)OCO2
34. CC(=O)N(C)c1ccc(NS(=O)(=O)c2cccc3nsnc23)cc1
35. O=[N+]([O-])/C(C(=C(Cl)Cl)N1CCOCC1)=C1\NCCO1
36. O=S(=O)(Cc1ccc(Cl)cc1)CC(O)COCc1ccccc1 (stereo unspecified)
37. CCOc1ccc(OCC(=O)OCC(=O)N2CCN(C(=O)c3ccco3)CC2)cc1
38. COc1ccc(Cl)cc1CSc1n[nH]c(C)n1
39. OCCSc1nc(-c2ccccc2)nc2ccc(F)cc12
40. CC1(Cc2cc(Cl)ccc2C(F)(F)F)C(=O)Nc2ccc(S(=O)(=O)NC3CCCCC3)cc21 (stereo unspecified)
screen / no.,31,32,33,34,35,36,37,38,39,40
HT1080NT lethal,20%,-2%,-4%,13%,1%,-2%,-15%,6%,-1%,?
HT1080 IDH1KD tx,6%,-2%,-7%,10%,16%,3%,3%,-8%,-1%,?
IL-1B inflam inh,11,19,-9,11,9,4,-1,-16,-4,-21
MCF10A rerep,0%,7%,-8%,10%,-2%,-21%,47%,7%,-4%,/
HepG2 viability,-7%,-2%,-15%,6%,10%,2%,-1%,-10%,-17%,-99%
SW480 rerep,-12%,3%,-3%,-5%,1%,-5%,?,-3%,-24%,/
S2 tox,i,i,i,i,i,i,i,i,i,?
KB-3-1 tox,7%,0%,-17%,-3%,-1%,28%,-27%,6%,1%,?
ATXN2 expr inh,4%,6%,14%,-4%,-7%,-5%,-3%,28%,/,0%

An excerpt from above in order of formula weight, low to high:
39. OCCSc1nc(-c2ccccc2)nc2ccc(F)cc12
31. CCN1CCN(CC(=O)Nc2ccc(C)cc2C)C(=O)C1=O
36. O=S(=O)(Cc1ccc(Cl)cc1)CC(O)COCc1ccccc1 (stereo unspecified)
33. O=C(COC(=O)c1ccccc1NC(=O)c1ccco1)Nc1ccc2c(c1)OCO2
screen / no.,39,31,36,33
HT1080NT lethal,-1%,20%,-2%,-4%
HT1080 IDH1KD tx,-1%,6%,3%,-7%
IL-1B inflam inh,-4,11,4,-9
MCF10A rerep,-4%,0%,-21%,-8%
HepG2 viability,-17%,-7%,2%,-15%
SW480 rerep,-24%,-12%,-5%,-3%
S2 tox,i,i,i,i
KB-3-1 tox,1%,7%,28%,-17%
ATXN2 expr inh,/,4%,-5%,14%

(listing goes on)
41. COc1ccccc1C(=O)NC(=O)Nc1c(C)cc(C)cc1C
42. COc1ccccc1NC(=O)COc1ccc(/C=N/NC(=O)CSCc2ccc(Cl)cc2)cc1
43. O=C(NCC1CC1)c1ccc2c3n(nc2c1)-c1ccccc1CO3
44. CCOc1ccc(S(=O)(=O)Nc2cccc(C(=O)N3CC(C)OC(C)C3)c2)cc1 (stereo unspecified)
screen / no.,41,42,43,44
HT1080NT lethal,3%,11%,?,-1%
HT1080 IDH1KD tx,4%,14%,?,1%
IL-1B inflam inh,0,-10,-5,3
MCF10A rerep,14%,-5%,5%,0%
HepG2 viability,-22%,2%,-42%,5%
SW480 rerep,-5%,18%,-54%[inhibitor][9.22 µM],-4%
S2 tox,i,i,i,i
KB-3-1 tox,-4%,-27%,?,-5%
ATXN2 expr inh,-21%,-22%,-11%,-8%
